Compound activity: PubChem BioAssay, National Center for Advancing Translational Sciences (NCATS)
TGFb SMAD3 inh: blocks TGF-b signaling. HepG2 CAGA-GFP TGF-b/SMAD3 reporter, GFP fluorescence, 18 h; TGF-beta stimulated, 500 pg/mL final. Potency, µM (top dose mostly 46.1 µM), for inactives: at the top dose activity, negative = inhibition, most hits filed as inhibitors. hit rate 1.2% among 410,000. AID 588855; note: potency is the fitted concentration of half-maximal effect; % is set by controls: 0 for no effect and ±100 for the full control effect; nearly all actives have a fitted effect of over 65% in size
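HEPG2 CAGA-GFP, 1000 cells/well; 2 h settle, 37 C; cpd via pin tool; TGF-b 500 pg/mL final; 18 h, 37 C; GFP imaging ex488/em500-530; %Activity normalised to -TGF-b and +DMSO controls; CRC fit, curve class.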
IL-2 act: activators of IL-2; AID 652025; hit rate 0.065% among 360,000; IL-2 activation reporter assay, cell-based qHTS; stimulated with anti-CD3/CD4/CD28 beads; in transgenic mouse T cells; activation, % (series mostly up to about 46 µM); in the data active = activation above about 50%; inconclusive = mostly about 30% to 49%; note: 0% is about no effect
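Readout: EGFP and DsRed signals by fluorescent plate cytometry. Unstimulated transgenic mouse T cells received compound 60 min before antibody-bead stimulation, then incubated 18 h at 37 degrees C.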
EPAC2 ag: EPAC2 (human) agonism; Q8WZA2; EPAC2 activation, biochemical qHTS; response scale: 100% = 6.5 mM cAMP response; Potency, µM (titrated, usually from 154 µM), without a hit: top-dose activation, usual class: activators; hit rate 0.079% among 360,000; AID 720711; note: potency is the fitted concentration of half-maximal effect; nearly all actives have a fitted effect of over 50% in size
Target sequence (Q8WZA2 whole entry, looked up): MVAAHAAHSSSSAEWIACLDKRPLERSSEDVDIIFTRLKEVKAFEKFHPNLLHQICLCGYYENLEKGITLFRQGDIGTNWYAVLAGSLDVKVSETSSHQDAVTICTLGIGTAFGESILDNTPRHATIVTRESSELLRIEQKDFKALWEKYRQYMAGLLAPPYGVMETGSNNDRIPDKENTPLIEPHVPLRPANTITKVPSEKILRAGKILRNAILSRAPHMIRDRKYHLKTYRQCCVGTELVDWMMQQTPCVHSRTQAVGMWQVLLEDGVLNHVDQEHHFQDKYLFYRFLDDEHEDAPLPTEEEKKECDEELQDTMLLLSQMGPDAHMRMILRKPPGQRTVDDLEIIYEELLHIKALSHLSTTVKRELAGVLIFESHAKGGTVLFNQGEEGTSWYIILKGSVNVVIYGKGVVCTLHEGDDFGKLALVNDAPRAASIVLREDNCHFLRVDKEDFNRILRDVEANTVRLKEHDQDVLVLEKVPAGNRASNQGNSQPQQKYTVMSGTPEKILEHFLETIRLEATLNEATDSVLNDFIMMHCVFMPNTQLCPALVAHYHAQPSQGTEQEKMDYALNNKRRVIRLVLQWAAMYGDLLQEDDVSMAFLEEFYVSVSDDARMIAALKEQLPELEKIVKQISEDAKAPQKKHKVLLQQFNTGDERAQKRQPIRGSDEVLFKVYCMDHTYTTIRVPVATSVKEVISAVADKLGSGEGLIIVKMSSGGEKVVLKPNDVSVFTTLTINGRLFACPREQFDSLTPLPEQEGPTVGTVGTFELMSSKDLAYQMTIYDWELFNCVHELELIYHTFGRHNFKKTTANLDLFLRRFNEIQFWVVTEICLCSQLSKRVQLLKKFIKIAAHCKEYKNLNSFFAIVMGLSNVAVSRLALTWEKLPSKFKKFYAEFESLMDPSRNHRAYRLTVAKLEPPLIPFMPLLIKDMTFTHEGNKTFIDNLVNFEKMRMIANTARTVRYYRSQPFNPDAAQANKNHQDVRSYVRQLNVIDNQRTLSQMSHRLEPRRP
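EPAC2 (100 nM) mixed with Rap1B loaded with BODIPY-GDP (250 nM) plus 50 uM unlabeled GDP; compounds pinned in, 5 min RT, then read every 5 min for 30 min (ex 480, em 540 nm). Normalized to cAMP control.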
Nrf2 block: inhibitors of Nrf2 signaling; hit rate 2.1% among 360,000; Potency, µM (top dose mostly 46 µM), without a hit: at the highest dose activity change, negative = inhibition, usual class: inhibitors; A549 ARE-Fluc reporter, luciferase luminescence, 18-24 h; note: potency is the fitted concentration of half-maximal effect; % is set by controls: 0 for no effect and ±100 for the full control effect; nearly all actives have a fitted effect of over 60% in size
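Cells were seeded and rested 2 h, then exposed to compounds for 18-24 h. CellTiter-Fluor was read first as a viability measure. BugLite was added 15 min before the final luminescent read of ARE-luciferase activity in A549 cells.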
HepG2 viability: counter-screen for TGF-b inhibitors: cytotoxicity in HepG2 cells. HepG2 CAGA-GFP viability, ATP luminescence, 18 h. Potency, µM (highest dose often 46.1 µM), inactives show top-dose activity change, negative = cytotoxicity, hits mostly cytotoxic. hit rate 0.76% among 410,000. AID 588856; note: potency is the fitted concentration of half-maximal effect; some results filed as inactive show a strong effect at the top dose
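HepG2 CAGA-GFP cells (1000/well, DMEM with 1% FBS) received compound, then TGF-beta at 500 pg/mL final, and were incubated 18 hours at 37 degrees C. Viability was read by CellTiter-Glo luminescence. Media-only wells were set as complete cell-killing and DMSO as no toxicity.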
A549 viability: counter-screen for Nrf2 inhibitors: cytotoxicity in A549 cells; A549 ARE-Fluc cells, CellTiter-Fluor viability, 18-24 h; hit rate 0.16% among 390,000; Potency, µM (highest dose often 46 µM), without a hit: at the top dose activity change, negative = cytotoxicity, actives largely listed as inhibitors; note: potency is the fitted concentration of half-maximal effect; % is set by controls: 0 for no effect and ±100 for the full control effect
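Cytotoxicity counterscreen: CellTiter-Fluor fluorescence was measured in A549 ARE_Fluc cells after 18-24 h of compound exposure in a concentration series. The subsequent BugLite luminescent read reports ARE-luciferase activity.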
S2 tox: viability counter-screen for ATXN expression inhibitors. S2 cells (HEK-293 line with an ATXN2-luciferase reporter) viability, CellTiter-Fluor protease fluorescence, 24 h. Potency, µM (top dose mostly 56.7 µM), usual class: cytotoxic. hit rate 0.49% among 400,000; note: potency is the fitted concentration of half-maximal effect; nearly all actives have a fitted effect of over 40% in size
ATXN2 expr inh: ATXN2 expression inhibition | HEK-293 ATXN2-luciferase reporter, luminescence, 24 h | Potency, µM (highest dose often 57 µM), without a hit: top-dose activity change, negative = inhibition, hits mostly inhibitors | hit rate 0.72% among 360,000; note: potency is the fitted concentration of half-maximal effect; % is set by controls: 0 for no effect and ±100 for the full control effect; nearly all actives have a fitted effect of over 55% in size
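ATXN2-luciferase reporter cells (luciferase flanked by upstream and downstream ATXN2 gene portions) were treated 24 h at 37 °C with compounds at up to 57 uM. SteadyGlo luminescence gave expression; GF-AFC fluorescence gave viability.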
Nrf2 activator: activators of Nrf2 (ARE) signaling; AREc32 ARE-luciferase reporter (MCF7-derived line), luminescence, 24 h; Potency, µM (doses to about 46.1 µM), for inactives: at the highest dose activation, hits mostly activators; hit rate 0.31% among 410,000; AID 624171; note: potency is the fitted concentration of half-maximal effect; % of control where 0% means no effect; nearly all actives have a fitted effect of over 65% in size
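Each well held 1000 AREc32 cells, which were incubated with compound for 24 hr at 37 deg C after overnight attachment, and ARE reporter activity was quantified by firefly luciferase luminescence.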
* marks the source's active call; other numbers are inactive results; [ ] = remark or other dose. Unless noted, calls come from the whole dose curve; as a rule, active = well fitted curve in the direction sought with a large enough effect; inconclusive = small, poorly fitted or top-dose-only effect, or another doubt; inactive = no such curve, though single readings can be large; an effect the other way counts as inactive or inconclusive.

`O/N=C(\COc1ccccc1O)c1ccccc1` gave TGFb SMAD3 inh 6%, IL-2 act 0.7, EPAC2 ag -1%, Nrf2 block 10%, HepG2 viability 9%, A549 viability 4%, S2 tox inactive, ATXN2 expr inh 1% and Nrf2 activator 2.1%.
`CNC(=O)c1ncnnc1N(C)C(=O)NCc1ccccc1` gave TGFb SMAD3 inh 2%, IL-2 act -1.6, EPAC2 ag -1%, Nrf2 block 3%, HepG2 viability 6%, A549 viability -4%, S2 tox inactive, ATXN2 expr inh 12% and Nrf2 activator 0.2%.
Screening C=CCn1c(O)c(N=NC(=O)CNC(=O)/C=C/c2ccco2)c2ccccc21 returned TGFb SMAD3 inh -25%, IL-2 act -1.7, EPAC2 ag 3%, Nrf2 block 6%, HepG2 viability 1%, A549 viability -3%, S2 tox inactive, ATXN2 expr inh 5% and Nrf2 activator 4.6%.
For CCc1ccccc1NC(=O)Nc1ccc2c(c1)OCO2 the results were TGFb SMAD3 inh -7%, IL-2 act -2.7, EPAC2 ag 10%, Nrf2 block 0%, HepG2 viability -30%, A549 viability 0%, S2 tox inactive, ATXN2 expr inh 15% and Nrf2 activator -0.7%.
Screening COc1ccc(OC)c(NC(=O)CS(=O)(=O)c2cn(CC(=O)N3CCOCC3)c3ccccc23)c1 returned TGFb SMAD3 inh -3%, IL-2 act 1.2, EPAC2 ag 8%, Nrf2 block -21%, HepG2 viability 0%, A549 viability -11%, S2 tox inactive, ATXN2 expr inh 3% and Nrf2 activator -0.6%.
O=C(Nc1cccc(Cl)c1)c1cc(N=Nc2ccc([N+](=O)[O-])cc2Cl)ccc1O was read as TGFb SMAD3 inh inconclusive, IL-2 act 0.7, EPAC2 ag -2%, Nrf2 block -25%, HepG2 viability -57%, A549 viability inconclusive, S2 tox inconclusive and Nrf2 activator 5.3%.
Screening COc1ccc(-c2c([C@H]3[C@H]4C=CC[C@@H](C)[C@@H]4C(=O)N3Cc3ccccc3)ccc3ccccc23)cc1 returned TGFb SMAD3 inh inconclusive, IL-2 act -0.2, EPAC2 ag 2%, Nrf2 block inconclusive, HepG2 viability -15%, A549 viability -12%, S2 tox inactive, ATXN2 expr inh inconclusive and Nrf2 activator 6.7%.
For CCCC(C)NC(=O)COC(=O)c1ccc(Cl)c(S(N)(=O)=O)c1 (stereo not given) the results were TGFb SMAD3 inh -6%, IL-2 act -0.5, EPAC2 ag 4%, Nrf2 block 20%, HepG2 viability -2%, A549 viability -10%, S2 tox inactive, ATXN2 expr inh 1% and Nrf2 activator -0.1%.
Cc1c(N2C(=O)/C(=C/c3ccc(N(C)C)cc3)N(C)C2=S)c(=O)n(-c2ccccc2)n1C was read as TGFb SMAD3 inh -3%, IL-2 act 10, EPAC2 ag 5%, Nrf2 block -8%, HepG2 viability -13%, A549 viability 23µM*, S2 tox 13µM*, ATXN2 expr inh 1% and Nrf2 activator -0.6%.
For Cc1cc(C)n2nc(SCC(=O)c3cc(C)n(CC4CCCO4)c3C)nc2n1 (stereo not given) the results were TGFb SMAD3 inh 3%, IL-2 act 0.6, EPAC2 ag 14%, Nrf2 block 10µM*, HepG2 viability 8%, A549 viability -5%, S2 tox inactive, ATXN2 expr inh -1% and Nrf2 activator 1.6%.
COc1cccc(NC(=O)c2nnn(Cc3cccc(C(F)(F)F)c3)c2N)c1 was read as TGFb SMAD3 inh -14%, Nrf2 block -2%, HepG2 viability 6%, A549 viability 15%, S2 tox inconclusive, ATXN2 expr inh inconclusive and Nrf2 activator -0.2%.
For O=C1NC2(CCCCC2)C(=O)N1c1cccc(Cl)c1 the results were TGFb SMAD3 inh -5%, IL-2 act 0.9, EPAC2 ag 5%, Nrf2 block 6%, HepG2 viability 4%, A549 viability 1%, S2 tox inactive and Nrf2 activator 0.0%.
C/C(Cc1ccccc1)=N\NC(=O)CNC(=O)Cc1ccc(Cl)cc1 was read as TGFb SMAD3 inh -2%, IL-2 act 0.9, EPAC2 ag 0%, Nrf2 block 4%, HepG2 viability 3%, A549 viability -3%, S2 tox inactive, ATXN2 expr inh -2% and Nrf2 activator 0.1%.
`CCn1c(CNC(=O)c2ccc3c(c2)OCO3)nnc1SCC(=O)Nc1ccccc1F` gave TGFb SMAD3 inh 9%, IL-2 act -1.0, EPAC2 ag 6%, Nrf2 block -4%, HepG2 viability 2%, A549 viability -10%, ATXN2 expr inh -18% and Nrf2 activator 0.3%.
Screening COc1ccc(OCCCn2ccnc2)cc1 returned TGFb SMAD3 inh 15%, IL-2 act -0.2, EPAC2 ag 12%, Nrf2 block 7%, HepG2 viability 16%, A549 viability 2%, S2 tox inactive, ATXN2 expr inh 18% and Nrf2 activator -0.5%.
`COc1ccc(CNC(=O)CN2c3ccccc3S(=O)(=O)c3ccccc32)cc1` gave TGFb SMAD3 inh 0%, IL-2 act -1.2, EPAC2 ag -12%, Nrf2 block -7%, HepG2 viability -3%, A549 viability 4%, S2 tox inactive, ATXN2 expr inh -4% and Nrf2 activator 2.5%.
Screening CCc1cc2ccc(OC)cc2nc1SCC(=O)NNC(=O)c1ccco1 returned TGFb SMAD3 inh -6%, IL-2 act 0.5, EPAC2 ag 13%, Nrf2 block -8%, HepG2 viability -13%, A549 viability 1%, S2 tox inactive, ATXN2 expr inh -15% and Nrf2 activator 2.2%.
Screening O=C(NNc1cc(Cl)ccc1Cl)c1c(F)cccc1Cl returned TGFb SMAD3 inh 16%, IL-2 act 3.1, EPAC2 ag 7%, Nrf2 block -8%, HepG2 viability -6%, A549 viability 3%, S2 tox inactive, ATXN2 expr inh -14% and Nrf2 activator 2.6%.
For COc1ccc(N2CCN(CC(=O)N3N=CCC3c3ccccc3)CC2)cc1 (stereo not given) the results were TGFb SMAD3 inh 2%, IL-2 act -0.4, EPAC2 ag 3%, Nrf2 block -10%, HepG2 viability -24%, A549 viability 3%, S2 tox inactive, ATXN2 expr inh -7% and Nrf2 activator -0.2%.
CCCCCCCN1C(Nc2ccccc2)=NC[C@@H]1C was read as TGFb SMAD3 inh 2%, IL-2 act -0.5, EPAC2 ag 10%, Nrf2 block 3%, HepG2 viability -20%, A549 viability 12%, S2 tox inactive, ATXN2 expr inh -21% and Nrf2 activator 0.1%.
CC(=O)Nc1ccc(SCCC2CCCCN2C)cc1 (stereo not given) was read as TGFb SMAD3 inh 12%, IL-2 act -0.3, EPAC2 ag 3%, Nrf2 block inconclusive, HepG2 viability -6%, A549 viability 0%, S2 tox inactive, ATXN2 expr inh 3% and Nrf2 activator 2.2%.
Cc1ccc(Cl)cc1N1CCN(S(=O)(=O)c2ccc(-c3cnc(C4CC4)o3)cc2)CC1 was read as TGFb SMAD3 inh inconclusive, HepG2 viability -22%, A549 viability -7%, S2 tox inactive, ATXN2 expr inh -3% and Nrf2 activator 0.0%.
`Cc1onc(-c2c(F)cccc2Cl)c1C(=O)NNC(=O)C1CCN(Cc2cccc(F)c2)CC1` gave TGFb SMAD3 inh 6%, IL-2 act -0.5, EPAC2 ag 1%, Nrf2 block -3%, HepG2 viability -6%, A549 viability 1%, S2 tox inactive, ATXN2 expr inh -9% and Nrf2 activator -0.1%.
CCCc1nc2cc(C)c(Br)c(C)n2c1CC1CCCCC1 was read as IL-2 act -1.2, EPAC2 ag 2%, S2 tox inactive, ATXN2 expr inh -15% and Nrf2 activator 3.2%.
For CCC(C)OC(=O)C1=C(C)NC(=O)CC1c1ccccc1OC (stereo not given) the results were TGFb SMAD3 inh -27%, IL-2 act 0.7, EPAC2 ag -15%, HepG2 viability -19%, A549 viability 0%, S2 tox inactive, ATXN2 expr inh -3% and Nrf2 activator 0.2%.
Screening CCCCC1Cc2[nH]c(=S)[nH]c(=O)c2C(c2ccc(Cl)cc2)O1 (stereo not given) returned TGFb SMAD3 inh -19%, IL-2 act 0.2, EPAC2 ag 15%, HepG2 viability 2%, S2 tox inactive, ATXN2 expr inh 6% and Nrf2 activator 0.4%.
Screening CCOCCCNC(=O)C(c1ccc(OC)cc1)N(Cc1ccc2c(c1)OCO2)C(=O)c1ccc(NC(C)=O)cc1 (stereo not given) returned TGFb SMAD3 inh 1%, Nrf2 block 4%[9.27 µM], HepG2 viability 2%, A549 viability -9%, S2 tox inactive, ATXN2 expr inh 14% and Nrf2 activator -0.3%.
For O=S(=O)(/N=C(/c1ccccc1Cl)N1CCOCC1)c1ccccc1 the results were TGFb SMAD3 inh 0%, IL-2 act 1.2, EPAC2 ag 2%, Nrf2 block inconclusive, HepG2 viability 9%, A549 viability 5%, S2 tox inactive, ATXN2 expr inh 7% and Nrf2 activator 0.5%.
O=C(N1CCOCC1)N1CCN(C(c2ccccc2)c2ccccc2)CC1 was read as TGFb SMAD3 inh 12%, IL-2 act 0.2, EPAC2 ag 2%, Nrf2 block -27%, HepG2 viability 2%, A549 viability 13%, S2 tox inactive, ATXN2 expr inh 6% and Nrf2 activator -0.4%.
For Cc1nnc(N/N=C/C(C)c2ccccc2)[nH]c1=O (stereo not given) the results were TGFb SMAD3 inh 8%, IL-2 act -1.3, EPAC2 ag -4%, Nrf2 block 16%, HepG2 viability -9%, A549 viability 1%, S2 tox inactive, ATXN2 expr inh 0% and Nrf2 activator -0.1%.
